# Screens (PubChem BioAssay)
# SNCA viab count – reduces viability of HEK-293 SNCA reporter cells; HEK-293-SNCA-luc viability, GF-AFC fluorescence, 24 h; Potency, µM (titrated, usually from 57.1 µM), without a hit: top-dose activity change, negative = cytotoxicity, actives largely listed as cytotoxic; actives 0.12% (n = 150,000); AID 1671193;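 further: potency means the concentration at half of the fitted maximal effect; 0% = DMSO-treated cells and -100% = medium-only wells without cells; nearly all actives have a fitted effect of over 30% in size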
#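 Cytotoxicity counterscreen: after 24 h compound treatment of genome-edited SNCA-luciferase HEK-293 cells, live-cell protease substrate GF-AFC read by fluorescence after 30 min; activity scaled between DMSO (0%) and medium-only (-100%), curves Hill-fitted.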
# SNCA expr inhib – inhibitors of alpha-synuclein (SNCA) gene expression | HEK-293 SNCA-luciferase knock-in, luminescence, 24 h | Potency, µM (top dose mostly 57.2 µM), inactives show at the highest dose activity change, negative = inhibition, usual class: inhibitors | actives 0.17% (n = 140,000) | AID 1671194;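 further: potency means the concentration at half of the fitted maximal effect; plate controls were DMSO cells for no effect and cell-free wells for full effect; nearly all actives have a fitted effect of over 45% in size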
# GPT2 inhibitor – inhibitors of human GPT2 alanine aminotransferase; Q8TD30; Recombinant GPT2, coupled pyruvate oxidase/HRP Amplex Red fluorescence; Potency, µM (top dose mostly 57.7 µM), inactives show at the highest dose activity change, negative = inhibition, hits mostly inhibitors; actives 0.25% (n = 100,000); AID 1671188; further: potency means the concentration at half of the fitted maximal effect; nearly all actives have a fitted effect of over 60% in size; many of its hits are not listed in these tables
# Target sequence (Q8TD30 whole entry, looked up): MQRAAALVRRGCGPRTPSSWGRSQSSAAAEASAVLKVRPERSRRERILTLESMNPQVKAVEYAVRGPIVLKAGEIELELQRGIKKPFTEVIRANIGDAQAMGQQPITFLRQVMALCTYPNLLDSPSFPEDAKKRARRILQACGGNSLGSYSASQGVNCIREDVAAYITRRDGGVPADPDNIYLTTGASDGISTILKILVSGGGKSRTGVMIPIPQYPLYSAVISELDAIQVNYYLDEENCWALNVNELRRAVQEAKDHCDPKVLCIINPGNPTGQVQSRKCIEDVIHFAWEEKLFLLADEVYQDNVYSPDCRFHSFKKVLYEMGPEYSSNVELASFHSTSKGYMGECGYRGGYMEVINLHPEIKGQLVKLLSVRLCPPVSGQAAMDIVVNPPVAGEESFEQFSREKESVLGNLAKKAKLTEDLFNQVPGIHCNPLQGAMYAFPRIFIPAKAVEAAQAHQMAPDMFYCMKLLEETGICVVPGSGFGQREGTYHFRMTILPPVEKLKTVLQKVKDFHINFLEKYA
#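 Inhibition is scored from Amplex Red fluorescence generated when pyruvate oxidase and HRP act on pyruvate released by GPT2. Reactions contain 10ng/uL enzyme, 250uM a-KG and 2mM L-alanine and run 30 min at room temperature.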
# HEK cytotox – kills HEK 293 cells; HEK 293 viability, ATP luminescence (CellTiter-Glo), 48-72 h; Potency, µM (doses to about 115 µM), for inactives: top-dose activity change, negative = cytotoxicity, actives largely listed as inhibitors; actives 6.6% (n = 94,000); AID 1345083; further: potency means the concentration at half of the fitted maximal effect; nearly all actives have a fitted effect of over 60% in size
#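 Viability of HEK 293 cells, plated at 250 cells/well, was judged by cellular ATP after compound treatment for 48 or 72 hr. Luminescence was imaged 10 min after CellTiter-Glo addition at room temperature.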
# Luciferase inh – blocks purified firefly luciferase enzyme activity; purified P. pyralis luciferase, luminescence, biochemical; Potency, µM (doses to about 115 µM), for inactives: at the highest dose activity change, negative = inhibition, usual class: inhibitors; actives 2.5% (n = 76,000); AID 1347043; further: potency means the concentration at half of the fitted maximal effect; nearly all actives have a fitted effect of over 65% in size
#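 Luminescence read by CCD imager after adding enzyme (10nM final) to wells holding compound, titrated in qHTS. Substrates 10uM each D-luciferin and ATP; buffer 50mM Tris acetate pH 7.5, 10mM Mg acetate, Tween-20, BSA.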
# NIH3T3 tox – cytotoxic compounds in NIH 3T3 cells; Potency, µM (doses to about 96.7 µM), without a hit: at the highest dose activity change, negative = cytotoxicity, hits mostly inhibitors; NIH 3T3 viability, CellTiter-Glo ATP luminescence, 48-72 h; actives 4.3% (n = 94,000); AID 1345082; further: potency means the concentration at half of the fitted maximal effect; nearly all actives have a fitted effect of over 55% in size
#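 NIH 3T3 cells at 400 cells/well received 23 nL of compound by pintool and were incubated 48 or 72 h at 37 °C. Viability was read as ATP-coupled CellTiter-Glo luminescence.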
# IP6K1 inh – IP6K1 kinase inhibition | Q92551 | IP6K1 kinase, ADP-Glo luminescence, 2 h; stronger effect = lower value | activity change, % (series mostly up to about 58 µM) | actives 0.81% (n = 140,000) | AID 1645851; in the data active means activity change below about -25%
# Target sequence (Q92551 whole entry, looked up): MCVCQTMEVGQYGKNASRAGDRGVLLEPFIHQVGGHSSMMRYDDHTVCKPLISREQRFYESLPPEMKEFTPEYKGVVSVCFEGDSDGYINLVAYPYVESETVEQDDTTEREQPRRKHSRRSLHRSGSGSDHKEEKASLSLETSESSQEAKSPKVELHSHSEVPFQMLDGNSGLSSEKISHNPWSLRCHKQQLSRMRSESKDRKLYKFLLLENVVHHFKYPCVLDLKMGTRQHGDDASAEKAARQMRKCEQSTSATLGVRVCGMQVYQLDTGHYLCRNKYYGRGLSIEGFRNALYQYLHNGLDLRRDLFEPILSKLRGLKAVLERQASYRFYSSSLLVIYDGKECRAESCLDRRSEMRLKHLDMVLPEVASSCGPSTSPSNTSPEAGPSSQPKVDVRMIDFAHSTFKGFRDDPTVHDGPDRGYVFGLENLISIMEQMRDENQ
#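 ADP-Glo luminescence measures ADP made by human IP6K1 during a 2 h RT reaction with ATP/IP6 (mix at 1.3 mM/130 uM); top library doses 57.5 and 19.1 uM final.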
# * hit, by the source's call; i = inactive; ? = inconclusive; . = not tested or not shown; [ ] = another dose, or the depositor's remark. Unless noted, the call rests on the fitted dose curve; in most records, active means well fitted curve in the direction sought with a large enough effect; inconclusive means small, poorly fitted or top-dose-only effect, or another doubt; inactive means no such curve, though single readings can be large; an effect the other way counts as inactive or inconclusive. Unless noted, on the % scale 0 is the no-effect control and ±100 the full control effect.
smiles,SNCA viab count,SNCA expr inhib,GPT2 inhibitor,HEK cytotox,Luciferase inh,NIH3T3 tox,IP6K1 inh
Cc1ccc(NC(=O)c2oc3ccc(S(=O)(=O)N4CCOCC4)cc3c2C)c(C)c1,0%,32%[activator],.,.,.,.,-13
CCc1ccc2nc(N3CCC(C(=O)O)CC3)sc2c1,-2%,-89%,.,.,.,.,-5
O=C1CCN(S(=O)(=O)c2cccs2)CCCC(c2nc(-c3ccccc3)no2)CCN1 (stereo not drawn),-12%,-10%,-1%,-1%,-1%,0%,10
COc1cc(NC(=O)Cn2cnc3c2c(=O)n(C)c(=O)n3C)c(OC)cc1Cl,7%,-21%,.,.,.,.,15
COc1ccccc1CNC(=O)COc1cc(=O)n(C)c2ccccc12,10%,19%,.,.,.,.,3
Cc1cnc(-c2ccncc2)n1CC1CN(Cc2cccnc2)C1,-2%,12%,-2%,-3%,.,-13%,18
COc1ccccc1C(=O)N1CCC(O)(c2ccccc2)[C@H](N(C)C)C1 (stereo partly drawn),7%,2%,-6%,10%,8%,i,22
Cc1ncccc1OC1(C(=O)NCc2cn3c(n2)SCC3)CCNCC1,6%,-1%,?,-14%,1%,-7%,7
Cc1ccc(C)c(N2CCN(CCCNC(=O)c3cnn(-c4ccccc4)c3C3CCN(C(=O)OC(C)(C)C)CC3)CC2)c1,-21%,-12%,.,.,.,.,-10
COc1ccc(C2Cn3nnc(C(=O)N4CCN(C(=O)c5cc(F)ccc5F)CC4)c3CO2)cc1 (stereo not drawn),-2%,-10%,i,?,6%,-27%,-14
COc1ccc(OC)c(CN2CC(Oc3ccccc3C(=O)NCc3ccccc3)C2)c1,?,?,0%,32µM*,-2%,?,-7
O=C(NCCc1ccncc1)c1ccc(-c2nnc3ccc(NC(=O)C4CCC4)cn23)cc1,-4%,13%,-5%,?,?,i,-5
COc1ccc(-c2nnc(SCC(=O)Nc3cccc(C(F)(F)F)c3)s2)cc1,6%,20%,.,.,.,.,-22
O=C(CSc1n[nH]c(-c2ccccc2Cl)n1)NCc1ccc(F)cc1,4%,-18%,.,.,.,.,8
CCn1cnnc1CC1CCN(C(=O)c2ccc(OC)cc2)C1 (stereo not drawn),-4%,1%,i,-1%,?,-7%,3
CCC(=O)Nc1nnc(S(=O)(=O)N2CCc3ccccc32)s1,0%,-9%,.,.,.,.,17
Cc1ccc([S+](=O)([O-])N2CCN(Cc3ccccc3-c3ccccc3F)CC2)cc1,5%[12.5 µM],-6%,i,?,.,?,3
Cc1ccc2c(c1)N(S(=O)(=O)c1ccc3c(c1)NC(=O)CC(=O)N3)CCO2,-7%,-21%,.,.,.,.,1
CCC(=O)N1CCC2(CC1)c1[nH]c3ccccc3c1CCN2C,4%[12.5 µM],?,i,3%,-1%,i,0
COc1ccc(NC(=O)C2(Cc3cccnc3)CCCCC(=O)N2)c(OC)c1 (stereo not drawn),3%,-16%,i,-10%,.,?,-8

# Carrying on:
smiles,SNCA viab count,SNCA expr inhib,GPT2 inhibitor,HEK cytotox,Luciferase inh,NIH3T3 tox,IP6K1 inh
O=[S+]1([O-])NC2(CCN(CC3CC3)C2)CNc2ccccc21 (stereo not drawn),3%[87.6 µM],63%[activator][87.6 µM],i,?,-10%[172 µM],-4%[138 µM],29
CC1=C(C(=O)Nc2ccc(C)cc2C)C(c2ccccc2F)n2nc(SCC(=O)c3ccc(C)cc3)nc2N1 (stereo not drawn),2%,9%,.,.,.,.,1
C=CC(C)(CC/C=C(\C)CC/C=C(\C)CC(O)/C=C(\C)C(=O)O)O[C@@H]1O[C@H](CO)[C@@H](O)[C@H](O)[C@H]1O[C@@H]1O[C@H](CO)[C@@H](O)[C@H](O)[C@H]1O (stereo partly drawn),8%[23.9 µM],.,5%[17.1 µM],.,.,.,16
CCOC(=O)c1cc(OC(=O)c2cccc(F)c2)n(-c2ccccc2)n1,?,-7%,.,.,.,.,1
COc1ccnc(CS(=O)c2nc3ccc(OC(F)F)cc3[nH]2)c1OC (stereo not drawn),1%,15%,i,.,.,.,-10
Cc1csc(NC(=O)C2CC(=O)N(c3n[nH]c4cccc(F)c34)C2)n1 (stereo not drawn),-2%,?,0%,?,4%,-20%,-9
CCOC(=O)c1c(C)c(-c2ccccc2)n(CC(=O)NCc2cccc(OC)c2)c1C,20%,26%,.,.,.,.,-5
CCn1ncc(N2CCCC(CC(=O)N3CCN(Cc4ccccc4)CC3)C2)cc1=O (stereo not drawn),2%,4%,-7%,-29%,0%,-20%,-6
CCC(=O)N1CCC(Oc2ncccc2C(=O)N(C)C)CC1,1%,16%,1%,5%,2%,i,17
O=C(Cc1ccccc1Cl)N1CCN(C(=O)c2nnn3c2COC(c2ccccc2)C3)CC1 (stereo not drawn),-3%,-8%,-6%,?,-2%,-17%,-6
Cn1nc(C2CC2)cc1NC(=O)c1cccc(Cl)c1,6%[87.6 µM],22%[87.6 µM],i,-20%[172 µM],.,?,-6
CCN1CCCC1=O,-25%[23.9 µM],-55%[25.6 µM],-10%,.,.,.,14
O=C(c1cn2ccccc2n1)N1C[C@@H](CO)[C@H](c2ccccn2)C1,0%,-8%,1%,-9%,1%,i,0
O=C1c2[nH]nc(-c3ccccc3O)c2C(c2cccc(O)c2)N1Cc1ccncc1 (stereo not drawn),-18%,21%,.,.,.,.,13
Cn1cccc1C(=O)N1CCC(N2C[C@H](O)C[C@H]2C(=O)NCc2cccnc2)CC1,8%,?,-5%,-6%,2%,-2%,5
COCCN1CCC(CN(C)C(=O)C(N)c2c(C)n[nH]c2C)CC1 (stereo not drawn),-6%,-11%,-11%,-5%,3%,i,-11
O=C(NCC(F)F)C1CN(c2ccccc2)C(=O)N1 (stereo not drawn),19%[87.6 µM],-6%[87.6 µM],i,0%[172 µM],5%[172 µM],-7%[138 µM],7
Cc1ccc2c(c1)sc1nc(-c3cc4ccccc4oc3=O)cn12,14%,?,.,.,.,.,8
O=c1c2nc(-c3ccoc3)ccc2ncn1-c1ccc(F)cc1F,-12%[87.6 µM],32%[activator][87.6 µM],-28%[88.5 µM],?,13%[172 µM],?,-5
COc1ncccc1-c1cc(C(=O)N2CCC(OC)CC2)c2c(c1)ncn2C,0%[87.6 µM],0%[87.6 µM],-4%[88.5 µM],-17%[172 µM],4%[172 µM],?,16

# Remaining list, next part:
smiles,SNCA viab count,SNCA expr inhib,GPT2 inhibitor,HEK cytotox,Luciferase inh,NIH3T3 tox,IP6K1 inh
CCS(=O)(=O)Nc1ccc(C)n(CC(=O)N2CCN(c3ccccc3)CC2)c1=O,5%,-26%,i,14%,0%,i,-4
COc1cccc(S(=O)(=O)N2CC(Oc3ccccc3-c3noc(C)n3)C2)c1,8%,4%,i,2%,2%,-9%,1
CCC1(CC)CN(C(=O)C2CCC(=O)N(Cc3ccccn3)C2)CCO1 (stereo not drawn),7%,6%,-4%[11.5 µM],-7%,1%,-12%,-5
CCCCn1nc(NC(=O)c2cccc(Cl)c2)c2cc3ccccc3nc21,10%,1%,.,.,.,.,49
Cc1ccc(CN2CCN(C3CCN(C(=O)OC(C)(C)C)CC3)C(=O)C2=O)cc1,-20%,10%,.,.,.,.,3
Cc1nccn1CCC(NC(=O)c1cn(CCN)nn1)c1ccccc1 (stereo not drawn),4%,-2%,-8%,i,2%,i,2
CCCN1CCC2(CCN(C(=O)c3ccccc3F)CC2)Oc2ccccc21,-11%,-8%,3%,?,9%,?,-3
Cc1ccc(NC(=O)CSc2nnc(C)n3c2cc2sccc23)c(C)c1,-2%,28%,.,.,.,.,12
Cc1cnc(CC2CCN(C(=O)C3CCCC3)C2)n1C1CC1 (stereo not drawn),-1%,0%,i,?,-3%,-25%,-7
CCN(CC)C(=O)C[C@@H]1CCNC[C@@H]1Cc1cc(CC2CCCCC2)on1,-16%[87.6 µM],-6%[87.6 µM],-3%[88.5 µM],71µM*,-5%[172 µM],25µM*,7
O=C(c1ccn2nccc2c1)N1CCOCC1,-20%[87.6 µM],58%[activator][87.6 µM],i,-2%[230 µM],-20%[230 µM],i,1
Cc1cc(C)cc(NC(=O)CCCn2c(=O)c3cccn3c3ccccc32)c1,11%,-4%,.,.,.,.,-8
CC(C)Cn1ccc2c(NC(=O)CC[C@H]3NC(=O)c4ccccc4NC3=O)cccc21,-1%,-23%,i,?,?,-16%,8
COCCCn1c(=N)c(C(=O)NCc2ccco2)cc2c(=O)n3cccc(C)c3nc21,?,-29%,.,.,.,.,-2
CCc1cccc(NC(=O)N2CC(C(=O)N(C)C)C3(CCOCC3)C2)c1 (stereo not drawn),4%,-3%,-11%,i,3%,3%,12
COc1ccc(NC(=O)C2CCN(c3cc(C(F)(F)F)ncn3)CC2)cc1,-13%,-5%,2%,-25%,-1%,-21%,-10
CCCn1ncnc1C(C)Nc1cc(C(C)C)nc2cc(C)nn12 (stereo not drawn),-4%,-10%,5%,?,5%,35µM*,-13
CCCC(=O)Nc1cc(C2CC2)nn1C,7%[87.6 µM],?,-9%[88.5 µM],2%[230 µM],.,-18%[174 µM],0
CCOC(=O)c1ccc(Oc2nc(C)nc3c2oc2ccccc23)cc1,-7%,-10%,.,.,.,.,-14
COCCN1C(=O)CCc2cc(NC(=O)COC)ccc21,8%,4%,i,6%,-6%,0%,17

# (next part)
smiles,SNCA viab count,SNCA expr inhib,GPT2 inhibitor,HEK cytotox,Luciferase inh,NIH3T3 tox,IP6K1 inh
COc1ccc(N2CCN(C(=O)c3ccc(Nc4nc5ccccc5n5nnnc45)cc3)CC2)cc1,3%,31%[activator],.,.,.,.,-10
Cn1cc(C(=O)N2CCC(N(Cc3ccccc3)C3CCOCC3)CC2)cn1,-2%,-11%,-3%,9%,11%,-11%,-1
O=C(NCCc1nc2ccccc2n1Cc1ccccc1F)c1ccc(F)cc1,4%,?,.,.,.,.,-11
COc1ccc(CN2CC[C@@H]3CN(S(C)(=O)=O)[C@@H]3C2)c(OC)c1,3%[12.5 µM],9%,i,-12%,1%,-20%,36
COc1ccc(S(=O)(=O)N2[C@@H]3CC[C@H]2CC(NC(=O)c2ccc(F)cc2)C3)cc1 (stereo partly drawn),-15%,0%,i,?,-2%,-18%,19
COCCN1CCNc2nc(COc3ccc(C(C)C)cc3)n(Cc3ccccc3)c2C1=O,-9%,-24%,1%,63µM*,-28%,?,-15

# Compound profiles (already shown):
# Cc1ccc2c(c1)N(S(=O)(=O)c1ccc3c(c1)NC(=O)CC(=O)N3)CCO2 is listed as SNCA viab count: -7%; SNCA expr inhib: -21%; GPT2 inhibitor: .; HEK cytotox: .; Luciferase inh: .; NIH3T3 tox: .; IP6K1 inh: 1
# CCCn1ncnc1C(C)Nc1cc(C(C)C)nc2cc(C)nn12 (stereo not drawn) is listed as SNCA viab count: -4%; SNCA expr inhib: -10%; GPT2 inhibitor: 5%; HEK cytotox: ?; Luciferase inh: 5%; NIH3T3 tox: 35µM*; IP6K1 inh: -13

# Only part of the results is shown; rates above refer to the full screens.
